inhibitors of VEEV = inhibitors of VEEV TC-83 cytopathic effect, confirmation, Vero cells (AID 588727); actives 0.13% (n = 350,000); Vero cells, VEEV TC-83 cytopathic effect inhibition; higher % means a stronger effect; inhibition, % at 20 µM; hits with a dose series show IC50 in µM; in the data active means a potency from the dose series; inconclusive means inhibition mostly from about 14% at the one dose, without a potency; inactive means the rest, 99 in 100 with inhibition below about 12%; further: strong numbers were not always called active
PhoP GFP inhibition = PhoP regulon inhibitors, Salmonella typhi PhoP promoter GFP reporter, confirmatory (AID 1850). inhibition, % at 50 µM, or IC50 in µM where a hit was titrated. actives 0.33% (n = 310,000). Salmonella Typhi PhoP-promoter GFP reporter, fluorescence, 4 h; higher % means a stronger effect; in the data active means a potency from the dose series; inconclusive means inhibition mostly from about 25% at the one dose, without a potency; inactive means the rest, 99 in 100 with inhibition below about 19%;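 further: 0% = induced wells with vehicle and 100% = uninduced wells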
influenza NS1A = H1N1 influenza NS1A inhibitors, functional cell based assay (AID 504329). NS1A functional cell-based assay, percent inhibition; higher % means a stronger effect. inhibition, % at 12.5 µM, or IC50 in µM where a hit was titrated. actives 0.3% (n = 340,000); in the data active means a potency from the dose series; inconclusive means inhibition above about 27% without an active follow-up result; further: strong numbers were not always called active
H37Rv inhibition = M. tuberculosis growth inhibition, HTS (AID 449762); inhibition, % at 25 µM, or IC50 in µM where a hit was titrated; actives 0.59% (n = 330,000); M. tuberculosis H37Rv growth inhibition, 7H9 media; higher % means a stronger effect; in the data active means a potency from the dose series; inconclusive means inhibition above about 70% without an active follow-up result;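 further: bacterial growth assessed after seven days of incubation; strong numbers were not always called active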
M. tuberculosis = growth inhibition of non-replicating M. tuberculosis (AID 488890); Mycobacterium tuberculosis non-replicating, growth inhibition; higher % means a stronger effect; one-dose inhibition, % at 25 µM; IC50 in µM for titrated hits; actives 0.39% (n = 320,000); in the data active means a potency from the dose series; inconclusive means inhibition mostly from about 82% at the one dose, without a potency; inactive means the rest, 99 in 100 with inhibition below about 76%;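 further: plate controls were DMSO cells for no effect and high antibiotic wells for full effect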
inhibitors of VEEV 10K pilot screen = recorded beside inhibitors of VEEV, whose call it bears; inhibition, %; measured here: 10K pilot screen inhibition
Active calls of the source: *; i = inactive; ? = inconclusive; nt = no result given.

SMILES	inhibitors of VEEV	PhoP GFP inhibition	influenza NS1A	H37Rv inhibition	M. tuberculosis	others
CC1(C)CC(=O)C2=C(C1)c1c(ccc3ncccc13)NC2c1cccs1 (centres undefined)	13%	-1%	-7%	1%	4%
COc1ccccc1Cc1noc(C(C)(C)NC(=O)c2ccccc2)n1	0.2%	5%	-15%	-4%	-13%
Cn1c(-c2ccc(F)cc2)cnc1NCc1ccc(F)cc1	1.5%	10%	3%	-3%	19%
O=C(O)CC/C(=C\c1ccc(N2CCOCC2)c([N+](=O)[O-])c1)c1nc2ccccc2s1	4.7%	nt	13%	nt	nt
CCOC(=O)c1sc(=S)sc1SCc1cccc(C(F)(F)F)c1	i	-4%	7%	0%	1%
Cc1cc(NS(=O)(=O)c2ccc(NC(=O)CCCOc3ccc(Cl)cc3)cc2)no1	0.5%	1%	-5%	?	65%
CC(C(=O)NC(C)(C)C)N(C(=O)CS(=O)CC(=O)Nc1ccc(F)cc1)C1CCCC1 (centres undefined)	0.9%	9%	5%	1%	-7%
CC(CCc1ccccc1)NC(=O)CN1CCc2ccccc2C1 (centres undefined)	0.4%	-1%	-15%	0%	53%
CC(C)CCNC(=O)NC(=O)COc1c(F)c(F)cc(F)c1F	0.1%	6%	-1%	-6%	26%
O=C(NCc1ccc2c(c1)OCO2)c1ccccc1Cl	i	2%	-7%	9%	8%
Cc1cc(C)cc(N(C(C)C(=O)N2CCOCC2)S(C)(=O)=O)c1 (centres undefined)	1.0%	-6%	nt	-1%	0%
CCc1nc2nc(C)c(NS(=O)(=O)c3cccs3)c(=O)n2[nH]1	0.3%	-33%	7%	11%	nt
CC(Oc1cccc(Cl)c1)C(=O)N1CCCN(C)CC1 (centres undefined)	1.8%	3%	15%	3%	-2%
COCCN(C(=O)COC(=O)c1cc(C)oc1C)c1c(N)n(Cc2ccccc2)c(=O)[nH]c1=O	2.4%	-3%	-1%	-4%	1%
Cc1c(C(=O)N(C)c2ccc(Cl)cc2)cnn1-c1ccccc1	1.1%	-2%	-3%	-6%	33%
O=C(Cc1ccc([N+](=O)[O-])cc1)NNC(=O)c1cccs1	0.6%	3%	-10%	-1%	-3%
CC(=NCC1CCNCC1)C1=C(O)CC(C)(C)CC1=O	0.3%	-4%	10%	-5%	0%
CC(NC(=O)CSc1ccccc1C(=O)O)C1CC2CCC1C2 (centres undefined)	i	2%	2%	0%	3%
CCOC(=O)C1=C(COC(=O)COc2ccccc2C=O)NC(=O)NC1C (centres undefined)	0.6%	nt	2%	-9%	-7%
CCN(CC)C(=O)COc1ccc2c3c(c(=O)oc2c1C)CCCC3	0.7%	-3%	0%	?	-13%
CCOC(=O)c1ccc(-c2c(-c3ccccc3OC)oc3ccccc23)cc1F	1.0%	nt	4%	3%	-6%
Cc1ccccc1NC(=O)CSc1nc2ccccc2o1	2.5%	-11%	7%	1%	25%
COc1ccc(NC(=O)c2[nH]c(C)c(C(C)=O)c2C)cc1S(=O)(=O)N1CCOCC1	6.2%	-7%	1%	-7%	-10%
CC(C)c1cc(C(=O)NCCc2ccccc2)no1	0.2%	2%	0%	2%	60%
COc1cc2c(cc1OC)CN(C(=O)c1ccc(-c3ccccc3)cc1)CC2	1.4%	-3%	-6%	49%	18%
CCN(CC(=O)NC1CC1)S(=O)(=O)c1ccccc1	1.4%	-15%	0%	0%	10%
CC1c2cccn2CCN1S(=O)(=O)c1ccccc1 (centres undefined)	2.0%	nt	-10%	2%	14%
Cc1oc(-c2cc(F)ccc2F)nc1CN1CCC(C(=O)N2CCOCC2)CC1	0.9%	-17%	-9%	-10%	-8%
Cc1ccc(C(=O)NNC(=O)Cc2nc3nc(C)cc(C)n3n2)cc1	i	-1%	3%	5%	-2%
O=[N+]([O-])c1ccccc1S(=O)(=O)Nc1cccc2cccnc12	nt	-5%	nt	1%	?
Cn1ncc(Cl)c1C(=O)N1CCN(c2ccc(Cl)c(Cl)c2)CC1	7.0%	1%	17%	5%	37%
O=C(NCc1cccc(F)c1)c1ccc2nc(N3CCOCC3)sc2c1	0.9%	12%	4%	-1%	5%
CCCCN1C(=O)CCC(C(=O)O)C1c1ccccc1 (centres undefined)	0.9%	-5%	-3%	0%	-2%
CC(C)(C)N(CC(=O)NC1CCCCC1)C(=O)CS(=O)CC(=O)Nc1ccc(F)cc1 (centres undefined)	0.2%	14%	-2%	0%	-7%
O=C(Nc1ccc(Cl)cc1)N(Cc1cccnc1)Cc1ccco1	0.1%	-2%	2%	-8%	0%
O=C(CSc1nc(N2CCOCC2)nc(N2CCOCC2)n1)Nc1ccc(Cl)cc1Cl	4.4%	-12%	-9%	-9%	-11%
Cc1ccc(C(=O)Nc2nc(C(C)(C)C)cs2)s1	4.0%	-3%	6%	57%	29%
CN(C)S(=O)(=O)c1cccc(NC(=O)Cc2ccsc2)c1	2.5%	2%	-4%	3%	18%
O=C(Nc1cc(Cl)cc(Cl)c1)C(NCCCO)c1ccccc1 (centres undefined)	nt	7%	nt	2%	12%
O=C(CCc1ccccc1)NCC(=O)N/N=C/c1ccc2c(c1)OCO2	i	-9%	-2%	3%	7%

By substructure, the entries above containing a thiophene ring, fused or not
SMILES	inhibitors of VEEV	PhoP GFP inhibition	influenza NS1A	H37Rv inhibition	M. tuberculosis	others
CC1(C)CC(=O)C2=C(C1)c1c(ccc3ncccc13)NC2c1cccs1 (centres undefined)	13%	-1%	-7%	1%	4%
CCc1nc2nc(C)c(NS(=O)(=O)c3cccs3)c(=O)n2[nH]1	0.3%	-33%	7%	11%	nt
O=C(Cc1ccc([N+](=O)[O-])cc1)NNC(=O)c1cccs1	0.6%	3%	-10%	-1%	-3%
Cc1ccc(C(=O)Nc2nc(C(C)(C)C)cs2)s1	4.0%	-3%	6%	57%	29%
CN(C)S(=O)(=O)c1cccc(NC(=O)Cc2ccsc2)c1	2.5%	2%	-4%	3%	18%

(list continues)
SMILES	inhibitors of VEEV	PhoP GFP inhibition	influenza NS1A	H37Rv inhibition	M. tuberculosis	others
CCCCn1c(N)c(N(CC)C(=O)c2cc(S(=O)(=O)N3CCN(CC)CC3)ccc2Cl)c(=O)[nH]c1=O	2.7%	-5%	-13%	-10%	-5%
CC1(c2nnc(-c3cccc(Cl)c3)o2)CC(c2ccc(Br)cc2)=NO1 (centres undefined)	i	3%	0%	-1%	76%
CCOCCCNC(=S)N1CCCN(c2nc3cc(C)cc(C)c3cc2C#N)CC1	6.3%	-5%	-16%	3%	28%
CCCCc1ccc(NC(=O)CN2C(=O)C3CCCCC3C2=O)cc1 (centres undefined)	6.4%	-3%	-4%	42%	3%
Cc1cccnc1NC(=O)c1ccc(OCc2c(C)noc2C)cc1	6.0%	-3%	-5%	-1%	-14%
Cc1ccc(CNc2oc(C)nc2C#N)cc1	5.6%	-3%	-9%	-10%	13%
CCOC(=O)CSc1nnc(CNC(=O)c2ccc([N+](=O)[O-])cc2)n1C	i	-6%	7%	-10%	17%
CCOC(=O)CNC(=O)COc1coc(CN2CCN(c3ccccc3)CC2)cc1=O	4.2%	-9%	-1%	-2%	-3%
CCOC(=O)c1ccc(-n2c(N)c(C(=O)NCC3CCCO3)sc2=S)cc1 (centres undefined)	0.8%	-3%	2%	-2%	68%
O=C(Nc1ccc(Br)cc1Cl)Nn1cnnc1	i	-3%	-4%	-7%	-7%
O=C(CCNC(=O)c1ccc([N+](=O)[O-])cc1)Nc1nccs1	11%	-1%	19%	0%	14%
Cc1ccc(-c2nnn(CC(=O)N(c3ccccc3F)C(C(=O)NCC3CCCO3)c3c[nH]c4ccccc34)n2)cc1 (centres undefined)	3.1%	1%	6%	-17%	21%
Cc1cc(C(=O)OCn2nnc3ccccc3c2=O)c(C)n1-c1ccccc1	2.2%	5%	9%	-3%	22%
Cc1ccc(O)c(-c2cc(-c3cccc(Br)c3)n[nH]2)c1	4.7%	-10%	-5%	?	-13%
Cc1ccc(-c2n[nH]c(=S)n2C)cc1	3.5%	nt	-17%	nt	nt
N#C/C(=N\Nc1ccc(Cl)c(Cl)c1)C(=O)C1CC1	i	12%	nt	-1%	?
Cc1noc(NS(=O)(=O)c2ccc(NC(=O)C(C)(C)C)cc2)c1C	0.6%	5%	4%	3%	-3%
CC(=O)Nc1ccc(-c2csc(NC=C3C(=O)OC(C)(C)OC3=O)n2)cc1	3.4%	1%	1%	-1%	-6%
COc1ccc(COC(=O)CN2C(=O)NC3(CCCC3)C2=O)cc1F	0.8%	6%	8%	-8%	-1%
Cn1cccc1C(=O)NCc1ccc(S(N)(=O)=O)cc1	0.4%	-2%	9%	11%	-13%
COc1ccc(CCNC(=O)CCS(=O)(=O)c2ccc3nc(C)sc3c2)cc1OC	0.5%	3%	3%	-8%	-7%
C/C(=N\NC(=O)c1ccc(Cl)c(Cl)c1)c1cccc(NC(=O)C(C)C)c1	0.6%	1%	-1%	7%	-7%
O=C(O)c1cc(Cl)c(Cl)cc1C(=O)Nc1cccc2ncccc12	0.1%	-3%	-4%	4%	-4%
COCCNC(=O)C(c1ccc(C)cc1)N(Cc1ccccc1)C(=O)CCC(=O)Nc1ccccn1 (centres undefined)	i	5%	-1%	-1%	12%
Cc1nc2ccccc2c(=O)n1-c1cccc(C(F)(F)F)c1	0.5%	-5%	0%	-7%	-9%
CCNC(=O)NC(=O)C(C)OC(=O)c1oc2ccc(OC)cc2c1C (centres undefined)	2.2%	-4%	-15%	1%	29%
O=C(OCC(=O)N1N=C(c2ccc(Cl)cc2)CC1c1ccco1)c1ccccc1O (centres undefined)	3.7%	-5%	0%	13%	59%
CC(=O)N1[C@H](Cc2ccccc2)C=C[C@]1(C)C(=O)NCCc1c[nH]c2ccccc12	i	0%	5%	-8%	26%	inhibitors of VEEV 10K pilot screen=5.3
O=C(Nc1nncs1)C1CCCC1	i	6%	1%	-7%	1%
C[C@H](CO)N1C[C@H](C)[C@@H](CN(C)C(=O)Nc2ccc(C(F)(F)F)cc2)Oc2ccc(NS(=O)(=O)c3ccc(F)cc3)cc2C1=O	1.5%	nt	-55%	-1%	42%
O=C(CSc1ccc(Br)cc1)NC1CCS(=O)(=O)C1 (centres undefined)	2.9%	-9%	3%	4%	20%
CNCC[C@@H](Oc1ccc(C(F)(F)F)cc1)c1ccccc1	i	13%	-4%	47%	61%
CCOC(=O)C1CCCN(CC(=O)Nc2c(C(=O)OC)[nH]c3ccc(Cl)cc23)C1 (centres undefined)	8.7%	8%	-16%	8%	19%
COc1ccc(C(=O)CSc2nnc(C3CC3)n2N)cc1	3.6%	2%	4%	-5%	17%
O=[N+]([O-])c1cccc(-c2nnc3n2CCCCC3)c1	1.7%	-3%	-4%	0%	6%
O=c1[nH]c(-c2ccccc2)nnc1-c1ccccc1	?	6%	-22%	-1%	2%
Cc1cc(OC(=O)CNC(=O)OC(C)(C)C)c2c(C)cc(=O)oc2c1	i	-5%	-3%	-6%	3%
C=CCn1c(C)nnc1SCC(=O)Nc1nccs1	2.4%	-1%	-10%	1%	13%
Cc1c(Cl)c([N+](=O)[O-])nn1CC(=O)Nc1c(C)n(C)n(-c2ccccc2)c1=O	0.6%	-6%	-2%	4%	5%
CC(C)(C)c1ccc(/C=C/C(=O)NCCCn2ccnc2)cc1	i	-8%	-6%	-2%	25%

For convenience, part of the list above.
SMILES	inhibitors of VEEV	PhoP GFP inhibition	influenza NS1A	H37Rv inhibition	M. tuberculosis	others
O=C(O)c1cc(Cl)c(Cl)cc1C(=O)Nc1cccc2ncccc12	0.1%	-3%	-4%	4%	-4%
COCCNC(=O)C(c1ccc(C)cc1)N(Cc1ccccc1)C(=O)CCC(=O)Nc1ccccn1 (centres undefined)	i	5%	-1%	-1%	12%
Cc1nc2ccccc2c(=O)n1-c1cccc(C(F)(F)F)c1	0.5%	-5%	0%	-7%	-9%

(next part)
SMILES	inhibitors of VEEV	PhoP GFP inhibition	influenza NS1A	H37Rv inhibition	M. tuberculosis	others
COc1ccccc1N1CCN(C(=O)CSc2nnc(NC(=O)C3CCC3)s2)CC1	11%	-9%	6%	-8%	2%
Cc1cccc(C)c1NC(=O)c1cccn(Cc2ccc3c(c2)OC(F)(F)O3)c1=O	i	-9%	0%	5%	14%
O=[N+]([O-])c1ccc(/C=N/Nc2ccccn2)cc1	0.2%	0%	-3%	36%	14%
CC(C)CCNC(=O)CN(CCN1CCOCC1)C(=O)Cn1nnc(-c2ccc(F)cc2)n1	0.2%	0%	3%	-9%	-7%
Cc1onc(-c2c(Cl)cccc2Cl)c1C(=O)NCCc1ccncc1	0.6%	-5%	-10%	4%	1%
NC(=O)CSc1nnc(Cn2c(=O)sc3ccccc32)n1-c1ccccc1	0.3%	-1%	6%	-15%	-45%

Source: PubChem BioAssay
